High-throughput results as filed in PubChem.
D1 antagonist: blocks dopamine activation of the human D1 receptor; activity change, negative = inhibition, % at 10 µM; P21728; HEK293 TREx D1 cells, calcium flux, dopamine EC80; hits give low values; 360,000 tested, 3.2% active; in the data active means activity change below about -30%; further: on the % scale 0 is the no-effect control and ±100 the full control effect
Target sequence (P21728 whole entry, looked up): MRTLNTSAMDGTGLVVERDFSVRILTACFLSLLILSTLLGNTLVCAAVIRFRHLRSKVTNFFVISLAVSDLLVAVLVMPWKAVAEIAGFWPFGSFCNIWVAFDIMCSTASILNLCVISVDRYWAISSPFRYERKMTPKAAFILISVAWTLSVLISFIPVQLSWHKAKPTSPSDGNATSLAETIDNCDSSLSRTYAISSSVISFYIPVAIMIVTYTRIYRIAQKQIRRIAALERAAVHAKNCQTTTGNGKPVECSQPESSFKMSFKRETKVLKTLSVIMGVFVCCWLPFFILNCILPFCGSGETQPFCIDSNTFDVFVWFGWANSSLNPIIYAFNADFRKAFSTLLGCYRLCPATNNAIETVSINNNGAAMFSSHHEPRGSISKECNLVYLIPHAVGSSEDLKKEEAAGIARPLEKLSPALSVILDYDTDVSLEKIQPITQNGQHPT
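Tetracycline-induced HEK293 T-REx cells with force-coupled D1 receptor were loaded with a no-wash calcium dye. Compound was added after a 10 s baseline and read kinetically for 180 s; EC80 dopamine was then added and calcium flux followed another 180 s.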
RXFP1 antag: RXFP1 (human) relaxin receptor antagonism | Q9HBX9 | HEK293-RXFP1, relaxin-stimulated cAMP HTRF, 30 min; hits give low values | activity change, negative = inhibition, % at 57.5 µM | 350,000 tested, 0.59% active | AID 1259400;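 active means activity change of -60% or lower, but not beyond a set lower limit; inconclusive means change between -60% and -40%, or beyond the set limit; inactive means change above -40%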; further: on the % scale 0 is the no-effect control and ±100 the full control effect
D2 PAM: positive allosteric modulators of human D2 dopamine receptor; HEK293 T-REx D2, calcium flux, EC20 dopamine potentiation; potentiation, % at 10 µM; 340,000 tested, 0.34% active;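 active means potentiation over 3 SD above the plate norm, cut at about 30% in these data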; further: 0% is about no effect
Target sequence (P14416 whole entry, looked up): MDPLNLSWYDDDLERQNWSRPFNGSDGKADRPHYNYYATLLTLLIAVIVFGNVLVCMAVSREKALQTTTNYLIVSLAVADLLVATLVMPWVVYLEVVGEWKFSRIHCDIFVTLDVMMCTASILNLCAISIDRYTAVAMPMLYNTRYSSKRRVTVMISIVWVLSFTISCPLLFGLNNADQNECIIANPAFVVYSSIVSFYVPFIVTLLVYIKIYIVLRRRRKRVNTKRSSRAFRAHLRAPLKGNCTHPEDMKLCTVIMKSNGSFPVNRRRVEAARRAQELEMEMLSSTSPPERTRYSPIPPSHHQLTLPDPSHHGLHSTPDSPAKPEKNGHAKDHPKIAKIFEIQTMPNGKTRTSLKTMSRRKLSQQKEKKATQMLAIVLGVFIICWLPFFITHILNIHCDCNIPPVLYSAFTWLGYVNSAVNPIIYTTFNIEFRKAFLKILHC
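Using a no-wash calcium dye in inducible, force-coupled HEK293 Trex cells expressing D2, we tracked fluorescence each second for 180 s after compound, then for 180 s after EC20 dopamine to detect augmented signalling.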
TRHR enhancer: allosterically enhances the human TRH receptor. 360,000 tested, 0.66% active. P34981. TRHR cells, fluo-8 calcium fluorescence, EC20 TRH enhancement. AID 493056. enhancement, % at 2 µM; in the data active means enhancement above about 30%; further: 0% is about no effect
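TRHR-expressing cells loaded with fluo-8 calcium dye were read kinetically (ex 480/em 530) during compound addition, then stimulated with an EC20 of TRH (10 nM final). Enhancement of the Gq-mediated intracellular calcium response was scored.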
D1 ag: human D1 receptor agonism. P21728. HEK293 T-REx D1 cells, calcium flux, agonist mode. activation, % at 2 µM. 360,000 tested, 1% active; further: 0% is about no effect
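Agonism was scored from calcium flux recorded over 180 s (1 read/s) after pintool compound addition, following a 10-cycle baseline. Cells were inducible force-coupled HEK293 TREx D1, plated overnight at 30 C and loaded with no-wash calcium dye.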
D1 potentiator: enhances dopamine response at the human D1 receptor; 360,000 tested, 0.036% active; AID 504651; potentiation, % at 10 µM; P21728; HEK293 TREx D1 cells, calcium flux, dopamine EC20 potentiation; in the data active means potentiation above about 30%; further: 0% is about no effect
TRHR agonist: agonists of human TRH receptor; TRHR cells, calcium flux fluo-8, FDSS agonist mode; activation, % at 2 µM; 360,000 tested, 0.18% active; AID 493084; further: 0% is about no effect
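Read-out: compound-evoked intracellular calcium rise in TRHR cells, fluo-8 dye, kinetic FDSS fluorescence at 1 s/cycle following a 10-cycle baseline. Cells cultured overnight before dye loading (30 min–1.5 h, RT).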
D2 antag: antagonists of human D2 dopamine receptor | HEK293 TREx D2 cells, calcium flux, dopamine EC80 | inhibition, % at 10 µM | 340,000 tested, 2% active | AID 485344; in the data active means inhibition above about 30%; further: 0% is about no effect
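Cells plated overnight at 30 C with tetracycline; no-wash calcium dye, 30–90 min RT; 10 s baseline; compound pinned; 180 s read; EC80 dopamine added; another 180 s read.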
D2 agonist: D2 dopamine receptor (human) agonism. HEK293 T-REx D2 cells, calcium flux agonist mode. 340,000 tested, 0.53% active. activation, % at 2 µM. P14416. AID 485358;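 active means activation over 3 SD above normal in the single-dose calcium agonist read, cut at about 30% in these data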; further: 0% is about no effect
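Agonism is scored from calcium flux in a force-coupled, inducible HEK293 cell line expressing D2, read kinetically for 180 s after compound addition against dopamine controls.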
* marks the source's active call; other numbers are inactive results; ? = inconclusive; nt = not tested or not shown; & = joins results of further samples. Unless noted, no stated cut-off is given here; in the data, active means activation above about 30%; inactive means the rest.

Fields – D1 antagonist, RXFP1 antag, D2 PAM, TRHR enhancer, D1 ag, D1 potentiator, TRHR agonist, D2 antag, D2 agonist
- O=c1cnnc(Nc2ccc(Nc3ccccc3)cc2)[nH]1
 : -11, -12, -2, 2, 2, -2, -0.2, 1, 0.0
- O=C(O)c1cc(NS(=O)(=O)c2ccc(NC3CCCCC3)c([N+](=O)[O-])c2)cc(C(=O)O)c1
 : -3, -3, -6, 7, 1, -3, 0.8, -4, -0.6
- O=C(OCC(=O)N1CCc2ccccc21)c1n[nH]c(=O)c2ccccc12
 : 26, -4, -4, 12, 2, 2, -0.3, 11, 0.0
- N#C/C(=C\c1ccccc1[N+](=O)[O-])c1nc(C2CC2)cs1
 : -5, -1, 2, 6, -2, -4, -0.8, -3, 1.0
- COc1cc(CC(=O)OC2CCOC2=O)cc(OC)c1OC (stereo not drawn)
 : -5, -5, 2, -5, 5, -6, 2.0, 0, 0.0
- COc1ccc(NC(=S)N2CCN(S(C)(=O)=O)CC2)cc1
 : 5, 1, -9, -3, 4, -4, 0.6, -9, -0.2
- COc1ccc(CCNS(=O)(=O)c2cccs2)cc1
 : -20, 18, 2, -4, 2, 0, -0.9, 12, -0.2
- Nc1cc(C(=O)OCC(=O)NNC(=O)c2cccs2)ccc1Cl
 : -5, 0, 16, -1, 0, -3, 0.4, -10, 0.8
- O=C(CN1C(=O)CCS(=O)(=O)c2ccccc21)Nc1cccc(Cl)c1
 : 2, 7, -8, -3, 3, -2, 0.5, 11, 0.7
- O=C1C(c2ccccc2)NC(=S)N1C1CCCCC1 (stereo not drawn)
 : 6, 0, 1, -4, 5, -3, 0.5, -9, 0.3
- CCOc1cc(-c2nc(-c3ccccc3OC)no2)cc(OCC)c1OCC
 : 7, -3, 5, 2, 12, 4, 1.1, -12, 0.7
- Cc1ccc(N(CC(O)CN2CCCCC2)S(=O)(=O)c2ccccc2[N+](=O)[O-])cc1 (stereo not drawn)
 : 3, -4, -12, -2, 3, 0, 1.4, 4, -0.9
- COCC(=O)N(CCc1ccccc1)Cc1cc2cc(C)ccc2nc1Cl
 : -16, -2, -7, -15, 0, -2, -0.2, 8, 1.0
- CN(C(=O)C12CC3CC(CC(C3)C1)C2)C1CCS(=O)(=O)C1 (stereo not drawn)
 : 14, 16, -5, 2, 1, -1, 0.3, -4, 0.6
- O=C(CSc1oc(-c2ccccc2)nc1S(=O)(=O)c1ccccc1)c1ccccc1
 : 27, -11, 5, 4, 6, 1, 0.8, nt, nt
- CCOc1cc(C(=O)OCC(=O)Nc2ccc(Cl)cn2)ccc1OCC(=O)N1CCOCC1
 : -11, 9, 5, -4, 2, -4, 0.5, 1, -0.2
- CCOC(=O)N1CCc2c(sc(NCc3ccc(N(CC)CC)cc3)c2C(=O)Nc2cc(OC)ccc2OC)C1
 : 10, -5, 0, -6, 0, -3, -0.5, nt, nt
- CSc1nc(C)c(C(=O)Nc2ccccc2)c(C)c1C#N
 : 17, -2, 10, 2, 5, -6, 1.9, -12, 0.9
- CC/S(C)=N/S(=O)(=O)c1ccc(C)cc1 (stereo not drawn)
 : 4, -6, 5, 29, 2, 0, 0.0, -11, 0.1
- C/C(=N\NC(=O)Cc1ccccc1)c1ccc(Br)s1
 : -5, 0, -3, 1, 3, 2, -0.3, 7, 0.1

Structures from the list above with a thiophene ring, fused or not, in the order listed:
Fields – D1 antagonist, RXFP1 antag, D2 PAM, TRHR enhancer, D1 ag, D1 potentiator, TRHR agonist, D2 antag, D2 agonist
- COc1ccc(CCNS(=O)(=O)c2cccs2)cc1
 : -20, 18, 2, -4, 2, 0, -0.9, 12, -0.2
- Nc1cc(C(=O)OCC(=O)NNC(=O)c2cccs2)ccc1Cl
 : -5, 0, 16, -1, 0, -3, 0.4, -10, 0.8
- CCOC(=O)N1CCc2c(sc(NCc3ccc(N(CC)CC)cc3)c2C(=O)Nc2cc(OC)ccc2OC)C1
 : 10, -5, 0, -6, 0, -3, -0.5, nt, nt
- C/C(=N\NC(=O)Cc1ccccc1)c1ccc(Br)s1
 : -5, 0, -3, 1, 3, 2, -0.3, 7, 0.1

Remaining list, next part:
Fields – D1 antagonist, RXFP1 antag, D2 PAM, TRHR enhancer, D1 ag, D1 potentiator, TRHR agonist, D2 antag, D2 agonist
- O=C(c1ccccc1)c1c[nH]c(C(=O)NCCCN2CCOCC2)c1
 : 3, -1, -1, 2, 1, -8, 0.1, 0, -0.4
- CC(C)(C)SCCNC(=O)CN(c1ccc(F)cc1)S(C)(=O)=O
 : 12, 3, 5, 2, 0, 1, -0.2, 3, 1.1
- Cc1cccc(OCC(=O)Nc2ccc(C(=O)OCc3cc(=O)n4nc(C5CC5)sc4n3)cc2)c1
 : -22, -7, 6, 6, 4, 0, 0.0, nt, 0.2
- CCN(CC)S(=O)(=O)c1ccc(NC2c3ccccc3C(=O)N2c2ccc(C)cn2)cc1 (stereo not drawn)
 : 11, 4, 10, 23, 2, -4, -0.4, -7, -1.7
- COc1ccc(CCNC(=O)C(=O)NCC2CCCN2S(=O)(=O)c2cccs2)cc1OC (stereo not drawn)
 : 20, 7, nt, 0, 0, -1, -0.7, nt, nt
- Cn1c(=O)c2c(-c3ccccc3)n3c4ccccc4nc(-c4ccccc4)c3c2n(C)c1=O
 : 4, 14, -6, 5, 1, -5, -0.8, nt, nt
- Cc1noc(C)c1COC(=O)COc1cccc2c1OC(C)(C)C2
 : 0, 4, 2, -1, 4, -3, -0.3, -2, -0.9
- CN1CCN(C2=Cc3ccc(Cl)cc3Sc3ccc(F)cc32)CC1
 : -91*, -14, -33, 5, 9, -28, 0.8, 103*, -0.1
- COc1ccc(CNC(=O)COC(=O)Cc2ccsc2)cc1
 : -2, -1, 6, 0, 5, -1, -0.1, -15, 1.5
- Cc1nn(Cc2ccccc2Cl)c(C)c1NC(=O)/C=C/c1cnn(C)c1
 : -8, 2, 7, 7, 2, -3, -0.3, -6, -0.6
- CC1(C)CCC(=O)N(c2ccc(OC(F)(F)F)cc2)C1=O
 : -24, -2, 0, -5, 5, 0, -0.9, -2, -0.3
- Nc1nn(-c2ccccc2)nc1C(=O)OCc1c(F)cccc1Cl
 : 8, nt, -6, -5, 0, 1, -0.6, nt, 0.0
- Cc1noc(C)c1C(=O)OCC(=O)Nc1cc(Cl)ccc1Oc1ccccc1
 : 6, -4, -4, -9, 2, 5, 0.6, 0, 0.4
- CCc1ccccc1NC(=O)N1C2CCCC1CC(NC(=O)C(C)(C)C)C2 (stereo not drawn)
 : 0, -12, 5, 3, 1, 0, 0.5, -8, 0.6
- Clc1ccc(CSc2nnc(-c3ccccn3)n2Cc2ccco2)c(Cl)c1
 : -6, -28, 3, 1, 6, -2, -2.6, -7, 0.4
- O=C(CSc1ccccc1C(=O)O)NCc1ccco1
 : 5, 3, 9, 5, 2, 0, 0.1, -7, 0.4
- COc1ccccc1CNC(=O)CN1C(=O)CSc2ccc(S(=O)(=O)N3CCCC3)cc21
 : 7&-4, -1&-8, 0&-3, 2&-5, 0&1, 1&1, -0.3&-0.3, 0, -0.3&0.4
- Cc1ccc(NC(=O)CSc2nc3c(c(=O)[nH]2)CCC3)cc1C
 : -2, 3, -4, -1, 4, -1, 0.0, 2, -1.6
- O=c1cc(O)nc(SCc2ccccc2)n1-c1ccc(F)cc1
 : 30, -26, 3, 23, 9, -6, 0.1, 0, 0.8
- CC(=O)NC1C(=O)N(CCN2CCOCC2)c2ccc(C)cc21 (stereo not drawn)
 : -9, -2, 2, 8, 1, -4, 0.7, -1, 0.5
- COc1ccccc1N1CCN(CCCC(=O)c2ccc(F)cc2)CC1
 : -80*, nt, -24, 22, 6, -9, 0.3, 70*, -0.6
- Cc1cc([N+](=O)[O-])ccc1NC(=O)/C=C/c1cccs1
 : -19, -7, -20, -9, -1, -12, -1.0, 44*, -1.0
- O=C(NCCn1cc(SCc2ccccc2Cl)c2ccccc21)c1cccs1
 : 1, nt, -2, 1, 2, -4, 0.9, nt, 0.1
- COc1ccc(CN(C)S(=O)(=O)c2nnc(NC(=O)c3ccc(C)cc3)s2)cc1OC
 : -5, -4, 4, 1, 8, -5, -0.9, -20, 0.6
- COc1ccc2[nH]c3c(=O)n4c(nc3c2c1)SCC4
 : 4, 3, -4, -1, 1, 1, 0.9, 11, 0.6
- CC(C)(C)N1CC2([N+](=O)[O-])CN(C(C)(C)C)CC([N+](=O)[O-])(C1)C2
 : 26, -8, -4, -15, 5, -3, 24, 1, 5.5
- Cc1nc(-c2ccc(F)cc2)sc1CCNC(=O)C(=O)Nc1ccc2c(c1)OCCO2
 : 5, 0, -5, 3, 16, -1, 0.3, nt, -0.4
- CC1CN(C(=O)c2cc3ccccc3oc2=O)CC(C)O1 (stereo not drawn)
 : 1, 0, 10, 0, 3, -7, -0.6, 7, 0.0
- O=C(NNC(=O)c1nn(-c2ccc(F)cc2)ccc1=O)Nc1cccc(Cl)c1
 : 6, 0, nt, 4, 0, 1, 0.4, nt, nt
- COc1ccc2oc(=O)c(C(=O)N3CCN(c4ccccc4)CC3)cc2c1
 : -41*, -11, -4, -6, 0, -1, -0.7, 3, -3.0
- COc1ccc(C(O)(CC(C)C)C(CN2CCOCC2)c2ccccc2)cc1 (stereo not drawn)
 : -7, ?, -2, -8, 4, 1, -1.0, 0, -0.6
- O=C(O)c1ccc(Nc2ccc3nonc3c2[N+](=O)[O-])cc1
 : 20, -7, -5, -1, 1, -4, 0.2, 10, 0.0
- CC1Cc2cc(S(=O)(=O)CCC(=O)Nc3ccc(Cl)cc3F)ccc2N1C(=O)C1CC1 (stereo not drawn)
 : -13, 7, 6, 3, 4, -3, -0.4, nt, -1.1
- COc1cc(-c2oc3ccc(C)cc3c(=O)c2O)cc(OC)c1OC
 : -14, 11, -3, -2, 24, 2, 9.1, nt, 3.5
- O=C(CN1C(=O)NC2(CCCCCC2)C1=O)c1ccccc1
 : -3, -5, -3, -9, 3, -5, 1.1, 3, -1.8
- O=C(O)CCn1cnc2onc(-c3cc(F)cc(F)c3)c2c1=O
 : -9, nt, nt, 11, 1, -1, 0.0, nt, 0.6
- CSc1ncc(C(=O)Nc2ccc(Br)cn2)c(C)n1
 : -1, 5, 8, -9, 2, -5, 1.3, 1, 1.0
- CSc1ccccc1NC(=O)c1ccccn1
 : 11, -13, 8, -3, 0, -5, -0.9, -5, -0.5
